# pAkt inh = blocks phosphorylation of Akt; 360,000 tested, 0.32% active; AID 651550; Neuro2A IGF-stimulated pAkt S473 HTRF, 20 min; hits give low values; activity change, % for hits at 50 µM; in the data active = activity change below about -80%; inconclusive = mostly about -51% to -80%; note: % is set by controls: 0 for no effect and ±100 for the full control effect
#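 Single-point screen (50 µM final compound) in Neuro2A cells stimulated 20 min with 6 nM IGF at 37 deg C. After lysis, Ser473-phosphorylated Akt read by HTRF (ex 330 nm, em 615/665 nm) as the 665/615 ratio.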
# TDP-43 yeast inh = inhibitors of TDP-43 toxicity in yeast; Potency, µM (doses to about 46.1 µM), inactives show at the highest dose growth rescue (activation), actives largely listed as activators; 410,000 tested, 1.8% active; TDP-43 expressing yeast growth rescue, BacTiter-Glo, 24 h; AID 652104; note: potency is the fitted concentration of half-maximal effect; % of control where 0% means no effect; nearly all actives have a fitted effect of over 50% in size
#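 In this qHTS, compounds that restore growth of yeast expressing TDP-43 appear as activators. Cells (OD600=0.02, galactose medium, raffinose-pregrown) are incubated with compound 24 hr at 30 deg C and growth is quantified by BacTiter-Glo.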
# GLP-1R agonist = activates the human GLP-1 receptor; HEK293 GLP-1R CRE-luciferase, luminescence, 4-6 h; cells express a hypersensitive GLP-1R form; Potency, µM (series often up to 45.6 µM), without a hit: at the top dose activation, most hits filed as activators; 380,000 tested, 0.007% active; AID 624172; note: potency is the fitted concentration of half-maximal effect; % of control where 0% means no effect
# PTHR1 agonist = agonists of human PTHR1 parathyroid hormone receptor; Q03431; Potency, µM (top dose mostly 115 µM), for inactives: at the top dose activation, actives largely listed as activators; HEK293 GP2 PTHR1 cells, GloSensor cAMP luminescence, 1 h; 410,000 tested, 0.075% active; note: potency is the fitted concentration of half-maximal effect; nearly all actives have a fitted effect of over 55% in size; some results filed as inactive show a strong effect at the top dose; inactives centre near -15; many of its hits are not listed in these tables
# Target sequence (Q03431 whole entry, looked up): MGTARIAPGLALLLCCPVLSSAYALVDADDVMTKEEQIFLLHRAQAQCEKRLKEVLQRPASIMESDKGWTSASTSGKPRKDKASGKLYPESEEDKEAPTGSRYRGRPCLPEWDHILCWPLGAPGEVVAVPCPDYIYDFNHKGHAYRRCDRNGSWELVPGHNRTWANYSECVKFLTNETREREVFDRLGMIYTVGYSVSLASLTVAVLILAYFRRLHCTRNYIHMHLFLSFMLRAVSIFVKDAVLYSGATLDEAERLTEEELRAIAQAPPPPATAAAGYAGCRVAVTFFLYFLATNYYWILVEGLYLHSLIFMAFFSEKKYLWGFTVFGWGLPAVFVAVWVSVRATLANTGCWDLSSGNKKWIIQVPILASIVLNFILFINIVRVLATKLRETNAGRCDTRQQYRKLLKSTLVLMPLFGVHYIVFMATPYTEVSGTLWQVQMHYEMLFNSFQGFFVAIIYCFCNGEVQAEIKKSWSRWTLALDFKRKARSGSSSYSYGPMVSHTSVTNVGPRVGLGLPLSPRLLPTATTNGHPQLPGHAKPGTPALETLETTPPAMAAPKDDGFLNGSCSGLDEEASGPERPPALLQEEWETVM
#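 HEK-293-derived GP2 cells expressing PTHR1 and a GloSensor cAMP reporter, 3,000/well, plated overnight, given luciferin plus IBMX (each 0.5 mM as added) for 1 h at 37 °C, then compound for 1 h at 37 °C. Luminescence was read after 15 min at room temperature.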
# FUS yeast rescue = rescues growth of FUS-expressing yeast; Potency, µM (highest dose often 76.6 µM), without a hit: top-dose growth rescue (activation), most hits filed as activators; AID 1347120; 390,000 tested, 0.24% active; S. cerevisiae FUS-expressing, growth rescue, OD600, 24 h;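 note: potency is the fitted concentration of half-maximal effect; plate controls were DMSO vehicle for no effect and reference control for full effect; nearly all actives have a fitted effect of over 55% in size; some results filed as inactive show a strong effect at the top dose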
#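 Yeast expressing FUS under galactose induction, OD 0.005 in 2% galactose medium; compounds in a dilution series, 24 h at 30C. Growth rescue by absorbance at 600 nm; CP55940 positive control, DMSO negative.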
# GLP-1R inv ag = GLP-1 receptor (human) inverse agonism; P43220; HEK293 GLP-1R CRE-luciferase, luminescence, 24 h; GLP-1R form is constitutively active; Potency, µM (series often up to 38.3 µM), inactives show at the top dose activity change, negative = inhibition, hits mostly inhibitors; 410,000 tested, 1.6% active; AID 624417; note: potency is the fitted concentration of half-maximal effect; % is set by controls: 0 for no effect and ±100 for the full control effect; nearly all actives have a fitted effect of over 55% in size
#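 Inverse agonists were sought by their lowering of basal cAMP reporter luciferase output in HEK293 cells stably carrying constitutively active human GLP-1R, after 24 h compound treatment.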
# aSyn yeast inh = rescues yeast growth from alpha-synuclein toxicity; Yeast expressing alpha-synuclein, growth rescue, BacTiter-Glo, 24 h; Potency, µM (top dose mostly 46.1 µM), for the others: at the top dose growth rescue (activation), usual class: activators; 370,000 tested, 0.14% active; note: potency is the fitted concentration of half-maximal effect; % of control where 0% means no effect; nearly all actives have a fitted effect of over 65% in size
#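 Galactose-induced alpha-syn yeast (OD600=0.02, raffinose-pregrown) + pinned cpd, 24 hr, 30 deg C; growth by BacTiter-Glo luminescence. Growth restoration scores as activation.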
# Abeta rescue = restores growth of yeast expressing A-beta42 peptide | yeast expressing A-beta42, growth rescue, OD600, 48 h; response scale: 0% DMSO, 100% iron-clioquinol control | Potency, µM (doses to about 46.1 µM), inactives show at the highest dose growth rescue, actives largely listed as activators | 410,000 tested, 0.063% active | AID 1347071; note: potency is the fitted concentration of half-maximal effect; nearly all actives have a fitted effect of over 55% in size
#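 Growth rescue measured by 600 nm absorbance after 48 h yeast culture at 30 C with compound. Values normalized between DMSO and an equimolar ferric chloride plus clioquinol control.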
# DRD3 antagonist = blocks the human D3 dopamine receptor. 360,000 tested, 2.5% active. AID 652054. P35462. max response, negative = inhibition, %. D3R cells, DiscoveRx beta-arrestin luminescence, antagonist mode; hits give low values; in the data active = max response below about -50%; inconclusive = no clear call, values can overlap the other calls; note: % is set by controls: 0 for no effect and ±100 for the full control effect; mostly tested at two doses, the higher about 12 µM
# Target sequence (P35462 whole entry, looked up): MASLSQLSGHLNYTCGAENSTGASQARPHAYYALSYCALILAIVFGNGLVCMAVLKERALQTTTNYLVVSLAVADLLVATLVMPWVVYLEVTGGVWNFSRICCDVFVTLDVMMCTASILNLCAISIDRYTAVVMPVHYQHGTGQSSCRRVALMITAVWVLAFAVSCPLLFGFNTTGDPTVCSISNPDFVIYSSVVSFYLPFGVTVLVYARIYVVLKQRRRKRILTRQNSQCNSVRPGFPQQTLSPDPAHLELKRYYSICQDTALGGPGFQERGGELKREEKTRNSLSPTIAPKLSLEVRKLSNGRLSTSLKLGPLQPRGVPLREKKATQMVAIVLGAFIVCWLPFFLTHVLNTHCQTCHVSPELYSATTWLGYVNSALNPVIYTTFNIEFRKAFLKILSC
#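 Cells plated overnight at 1500 cells/well, then exposed to library compounds with dopamine controls for 90 minutes at 37 degrees C. DiscoveRx reagent added for 30–60 minutes at room temperature; luminescence read, quantitative HTS format.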
# * hit, by the source's call; i = inactive; ? = inconclusive; · = not tested or not shown; [ ] = dose if it differs, or a comment. Unless noted, calls come from the whole dose curve; as a rule, active = well fitted curve in the direction sought with a large enough effect; inconclusive = small, poorly fitted or top-dose-only effect, or another doubt; inactive = no such curve, though single readings can be large; an effect the other way counts as inactive or inconclusive. The list is partial; the hit share may differ from the screen's.
SMILES,pAkt inh,TDP-43 yeast inh,GLP-1R agonist,PTHR1 agonist,FUS yeast rescue,GLP-1R inv ag,aSyn yeast inh,Abeta rescue,DRD3 antagonist
CC(=O)c1sc2nc(C)cc(C)c2c1N,i,?,-2%,i,32%,0%,13%,26%,-20
Cc1noc(/C=C/N(C)C)c1S(=O)(=O)N1CCN(c2ccccc2)CC1,i,13%,-5%,-59%[inhibitor],?,?,9%,-26%,16
Cc1ccc(NC(=O)c2nc[nH]c2C(=O)N[C@@H](C)C(=O)OC(C)(C)C)cc1,i,7%,6%,-18%,6%,?,?,?,?
O=C(Nc1ccc(SC(F)F)cc1)c1ccccc1F,i,10%,-13%,-42%[inhibitor],-33%,?,-26%,0%,-3
COc1cccc(/C=C2\SC(=O)NC2=O)c1OCc1ccc(C(=O)O)cc1,i,-23%,0%,-14%,15%,3%,-1%,-10%,-8
COC(=O)c1ccc(N=NNc2ccccc2)cc1,i,13%,-14%,-88%[inhibitor],-2%,?,2%,-11%,15
S=C(CSc1ccccc1)Nc1cccc2ccccc12,i,?,-1%,-5%,-6%,6.3µM*,18%,18%,-3
Cc1ccc2nc(NC(=O)c3ccc4ncsc4c3)sc2c1,i,?,0%,-34%[inhibitor],2%,31%,0%,9%,51
O=C(O)C(c1ccccc1)N1C(=O)c2cccc3cccc(c23)C1=O (stereo unspecified),i,-9%,-3%,i,-8%,18%,-13%,-27%,10
CN(c1ccccc1)S(=O)(=O)c1cccc(NC(=O)COc2ccccc2)c1,i,21%,10%,-42%[inhibitor],19%,?,0%,-4%,4
CCN1CCC(N(Cc2ccc3c(c2)OCO3)C(=O)Nc2cccc(C)c2C)CC1,·,7%,·,i,-11%,-28%,·,0%,·
Cc1cccc(Cc2cnc(NC(=O)C3=NCCN3)s2)c1,i,6%[9.22 µM],5%,i,0%,-13%,1%,6%,1
COc1ccc(-n2c3c(cc(C(=O)N4CCN(CCO)CC4)c2=O)C(=O)CC(C)(C)C3)cc1,i,-16%,-1%,i,-9%,-6%,-1%,-11%,-24
CC1CCCC(n2cnc3cc(C(=O)O)ccc32)C1C (stereo unspecified),i,?,-1%,4%,4%,32%[activator],7%,-4%,5
CCN1CCN(c2cc(C)c3cc(NC(=S)NCCCN4CCc5ccccc5C4)ccc3n2)CC1,i,-13%,18%,i,5%,?,0%,-1%,-87*
COC(=O)C1=CN(c2ccc(F)cc2)C=C(C(=O)OC)C1c1ccc([N+](=O)[O-])cc1,i,-2%,-11%,i,·,?,7%,-27%,?
COc1ccc(NC(=O)c2nc[nH]c2C(=O)Nc2ccccc2C)cc1,·,-2%,3%,-8%[57.5 µM],-16%,2%,4%,1%,9
COc1ccc(C2=NN(C(=O)c3ccccc3)C(c3ccccc3)C2)c(O)c1 (stereo unspecified),i,-3%,11%,-3%,0%,1%,0%,-16%,43
COc1c(F)cccc1C1=CC(=O)C[C@H](c2ccc3c(c2)OCO3)C1,i,22µM*,21%,-73%[inhibitor],13%,0%,10%,7%,-6
O=C(CS(=O)c1ccc(C(F)(F)F)cc1[N+](=O)[O-])Oc1ccccc1 (stereo unspecified),i,22µM*,-20%,-12%[57.5 µM],3%,?,-16%,-56%[inhibitor],?
Cc1ccc(CSc2nnnn2C)cc1,i,-6%,1%,-3%,·,10%,1%,6%,5
COc1ccc(S(=O)(=O)N2CCOCC2)cc1C(=O)N1CCCCC1,i,-15%,5%,i,·,20%,-1%,-24%,-2
CSc1ccccc1OCc1cc(C(=O)N2C[C@H]3CC[C@H]2C3)no1,i,8%,20%,-16%,·,-28%,3%,-7%,-15
CCOc1ccc(C(Nc2ccc(C)cc2)P2(=O)OCC(C)(C)CO2)cc1 (stereo unspecified),i,-12%,-11%,7%[57.5 µM],?,?,2%,16%,1
CCCNC(=O)N[C@@H](CCSC)C(=O)OC,i,-24%,1%,?,-13%,0%,-6%,-6%,7
O=C(CSc1nnc(NC(=O)c2cccc(Br)c2)s1)NCC1CCCO1 (stereo unspecified),i,-16%,6%,-12%,3%,20%,-4%,6%,-23
COc1cccc(C#Cc2cnc3c(c2)C(=O)N([C@@H](C)CO)C[C@H](C)[C@H](CN(C)C(=O)C2CCC2)O3)c1,i,11%,14%,-19%,44%,-13%,-5%,-7%,-12
CCCCN(C(=O)Cc1ccc(S(=O)(=O)N2CCOCC2)s1)c1c(N)n(CCCC)c(=O)[nH]c1=O,i,14%,-1%,-22%,10%,8%,-3%,10%,-3
O=C(NC(=S)N1CCCc2ccccc21)c1ccco1,i,21%,10%,i,14%,?,6%,-30%[inhibitor],2
Cc1cccc(NC(=O)CSCC(=O)Nc2ccc(S(=O)(=O)N3CCCC3)cc2)c1,i,-7%,12%,i,0%,-30%,4%,-4%,4

# Reprinted from above, eight compounds:
SMILES,pAkt inh,TDP-43 yeast inh,GLP-1R agonist,PTHR1 agonist,FUS yeast rescue,GLP-1R inv ag,aSyn yeast inh,Abeta rescue,DRD3 antagonist
CSc1ccccc1OCc1cc(C(=O)N2C[C@H]3CC[C@H]2C3)no1,i,8%,20%,-16%,·,-28%,3%,-7%,-15
CCOc1ccc(C(Nc2ccc(C)cc2)P2(=O)OCC(C)(C)CO2)cc1 (stereo unspecified),i,-12%,-11%,7%[57.5 µM],?,?,2%,16%,1
CCCNC(=O)N[C@@H](CCSC)C(=O)OC,i,-24%,1%,?,-13%,0%,-6%,-6%,7
O=C(CSc1nnc(NC(=O)c2cccc(Br)c2)s1)NCC1CCCO1 (stereo unspecified),i,-16%,6%,-12%,3%,20%,-4%,6%,-23
COc1cccc(C#Cc2cnc3c(c2)C(=O)N([C@@H](C)CO)C[C@H](C)[C@H](CN(C)C(=O)C2CCC2)O3)c1,i,11%,14%,-19%,44%,-13%,-5%,-7%,-12
CCCCN(C(=O)Cc1ccc(S(=O)(=O)N2CCOCC2)s1)c1c(N)n(CCCC)c(=O)[nH]c1=O,i,14%,-1%,-22%,10%,8%,-3%,10%,-3
O=C(NC(=S)N1CCCc2ccccc21)c1ccco1,i,21%,10%,i,14%,?,6%,-30%[inhibitor],2
Cc1cccc(NC(=O)CSCC(=O)Nc2ccc(S(=O)(=O)N3CCCC3)cc2)c1,i,-7%,12%,i,0%,-30%,4%,-4%,4

# Going on with the list.
SMILES,pAkt inh,TDP-43 yeast inh,GLP-1R agonist,PTHR1 agonist,FUS yeast rescue,GLP-1R inv ag,aSyn yeast inh,Abeta rescue,DRD3 antagonist
COc1cc(/C=C2\SC(=S)N(NS(=O)(=O)c3ccccc3)C2=O)cc(OC)c1OC,i,2%,12%,-14%,28%,?,15%,-1%,-16
CCCn1c(O)c(N=NC(=O)CNC(=O)c2cccnc2)c2ccccc21,i,-9%,13%,-24%,5%,47%[activator],?,-21%,-21
CC(C)C(C)NC(=O)COc1ccc([N+](=O)[O-])cc1Cl (stereo unspecified),i,29%,4%,-69%[inhibitor],2%,-19%,1%,4%,5
COc1ccc(-c2[nH]ncc2CN(C)Cc2ccccn2)c(OC)c1,i,12%,-7%,-8%,11%,3%[0.307 µM],-3%,-7%,-2
O=C(C1=C[C@@H](c2coc3ccccc3c2=O)C[C@@H](OCCCCO)O1)N1CCN(Cc2ccccc2)CC1,i,-2%,-3%,i,1%,10%,7%,6%,-10
Fc1cccc(C[n+]2csc3ccccc32)c1,i,3.5µM*,-2%,-13%,·,-28%,-18%,-77%[inhibitor],-28
Cc1cccc(NC(=O)CN2CCN(CC(=O)NCc3ccc(Cl)cc3Cl)CC2)c1C,i,-21%,2%,i,·,2%,-1%,5%,30
Clc1ccc(-c2nnc(NCCN3CCCC3)c3ccccc23)cc1,i,-12%,-3%,i,-3%,?,-4%,-23%,-4
Cc1c(Cl)c([N+](=O)[O-])nn1Cc1ccc(C(=O)N/N=C\c2ccccn2)o1,i,1%,0%,-17%,·,18%,-5%,-4%,-17
Cc1ccc(C2(C)NC(=O)N(CC(=O)N3c4ccccc4NC(=O)CC3C)C2=O)cc1 (stereo unspecified),i,-5%,-5%,-14%,7%,10%,3.5µM*,-19%,9
CCC(=O)N1CCc2cc(S(=O)(=O)N3CCN(c4cc(Cl)ccc4C)CC3)ccc21,i,6%,4%,i,-8%,-2%,3%,2%,11
O=C(NC(=S)Nc1ccccc1O)c1ccc(-c2ccc(Cl)cc2)o1,i,15%,-35%[inhibitor],10%,37%,?,-4%,5%,-16
CC(=O)Nc1ccc(S(=O)(=O)NCCc2cc3ccc(C)c(C)c3[nH]c2=O)cc1,i,27%,2%,-9%,·,14%,4%,9%,-15
N#CCCn1c(C2CCCCC2)nc2ccccc21,-122%*,-19%,-6%,-10%[57.5 µM],7%,2%,0%,0%,0
CCN(CC)S(=O)(=O)c1ccc(OC)c(NC(=O)c2ccc(-n3cncn3)c([N+](=O)[O-])c2)c1,i,15%,-7%,i,7%,16%,5%,-15%,1
Cc1ccc(OCC(=O)Nc2nonc2-c2ccc(C)c(C)c2)cc1C,·,14%,·,-11%,-23%,-7%,·,-6%,·
O=C(NCc1ccco1)C1CC(c2cccc([N+](=O)[O-])c2)=NO1 (stereo unspecified),i,20%,9%,-11%,6%,-23%,-3%,1%,2
CC(=O)Nc1ccc(S(=O)(=O)N/N=C/c2ccc(C)o2)cc1,i,-3%,-6%,-27%,16%,6%,-6%,15%,-2
CCCNC(=O)C1(C)CCN1C(=O)C/C=C/c1ccccc1 (stereo unspecified),i,15%,5%,i,7%,-10%,1%,-2%,14
